From PubChem
PABP1 MLLE inh = inhibitors of PABP1 MLLE–PAM2 peptide binding, primary screen, biochemical, fluorescence polarization, FITC-PAM2, GST-MLLE; Polyadenylate-binding protein 1 (Homo sapiens), P11940; AID 588489, 2011; inhibition, % at 20 µM; hit rate 0.36% among 360,000; in the data active = inhibition above about 35%, passing the limit was not always enough;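 also: plate controls were DMSO wells with GST-MLLE for no effect and wells lacking GST-MLLE protein for full effect; some results filed as inactive read as strong as hits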
SKN-1 inh = suppressors of acrylamide-induced Pgst-4::GFP reporter in worms, primary screen, SKN-1 inhibitor project, whole organism, uHTS, GFP/RFP fluorescence ratio, strain VP596. AID 624304, 2012. hit rate 0.49% among 360,000. C. elegans VP596 Pgst-4::GFP/RFP ratio, 24 h. inhibition, % at 21.8 µM;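 active = interference check ratio from 0.5 to 1.5 plus GFP to RFP signal ratio inhibition reaching or exceeding a fixed threshold, cut at about 30% in these data, passing the limit was not always enough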; also: some compounds called inactive have numbers as strong as hits
CendR NRP1 mod = modulators of CendR peptide binding to NRP-1, primary screen, biochemical, fluorescence polarization, uHTS. Neuropilin-1 (Homo sapiens), O14786. FAM-RPARPAR peptide binding to NRP-1. inhibition, % at 25 µM. hit rate 0.85% among 360,000. AID 602438, 2012;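 active = inhibition or corrected inhibition above about 18%, plus a signal ratio from 0.5 to 1.5, limit read from the data, passing the limit was not always enough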; also: strong numbers were not always called active
Neddyl block = inhibitors of cullin neddylation, primary screen, biochemical, TR-FRET, uHTS, NAE and Ubc12; AID 651699, 2012; hit rate 0.58% among 360,000; NEDD8-conjugating enzyme Ubc12 (Homo sapiens) + NEDD8-activating enzyme E1 regulatory …; calls only at 25 µM; in the data active = inhibition above about 36%
Target sequence (P61081 whole entry, looked up): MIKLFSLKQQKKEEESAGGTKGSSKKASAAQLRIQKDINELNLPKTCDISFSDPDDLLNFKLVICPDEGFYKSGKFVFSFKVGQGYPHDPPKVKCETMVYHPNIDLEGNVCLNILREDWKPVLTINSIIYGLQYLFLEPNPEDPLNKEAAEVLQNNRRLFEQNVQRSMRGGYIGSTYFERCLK
Target sequence (Q13564 whole entry, looked up): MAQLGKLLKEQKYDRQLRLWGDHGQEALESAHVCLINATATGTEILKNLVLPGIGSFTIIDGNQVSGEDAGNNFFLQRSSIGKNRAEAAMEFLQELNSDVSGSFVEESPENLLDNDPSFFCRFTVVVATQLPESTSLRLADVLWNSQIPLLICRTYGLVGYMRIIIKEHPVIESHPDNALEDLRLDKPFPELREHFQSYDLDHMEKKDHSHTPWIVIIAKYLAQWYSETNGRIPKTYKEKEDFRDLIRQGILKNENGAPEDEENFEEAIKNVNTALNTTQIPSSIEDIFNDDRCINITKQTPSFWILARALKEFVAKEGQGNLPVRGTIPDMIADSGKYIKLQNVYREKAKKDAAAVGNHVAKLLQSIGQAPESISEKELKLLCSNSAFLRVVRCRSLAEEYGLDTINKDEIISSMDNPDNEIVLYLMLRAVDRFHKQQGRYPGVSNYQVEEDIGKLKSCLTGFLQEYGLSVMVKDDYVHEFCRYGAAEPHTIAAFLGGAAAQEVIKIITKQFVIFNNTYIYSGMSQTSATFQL
E coli Lon inh = inhibitors of E. coli Lon protease, primary screen, biochemical, fluorescence polarization; purified E. coli Lon protease; inhibition, % at 7.94 µM; hit rate 0.42% among 360,000; AID 602123, 2011; in the data active = inhibition above about 13%, passing the limit was not always enough;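 also: 0% = enzyme with probe and DMSO and 100% = no enzyme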
MT1-MMP act inh = blockers of MT1-MMP proenzyme processing, primary screen, HT1080 RFP-PRO-GFP cells, GFP/RFP fluorescence; Matrix metalloproteinase-14 (Homo sapiens), P50281; GFP/RFP ratio fluorescence, overnight; percent of plate control window, DMSO zero; GFP/RFP ratio change, % at 20 µM; hit rate 0.061% among 360,000; AID 651647, 2012;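 active = GFP/RFP ratio change of at least 30% with cell ATP level not reduced by more than half and red fluorescence within 50% of control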; also: strong numbers were not always called active
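Compound: 20 µM single dose, 1% DMSO / System: HT1080 RFP-PRO-GFP cells / Controls: DMSO and RFP-L50D-GFP cell wells / Read-out basis: GFP/RFP fluorescence ratio / Schedule: overnight compound exposure at 37 °C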
FAS TE block = FAS thioesterase domain inhibitors, primary screen, biochemical, fluorescence intensity, uHTS; Fatty acid synthase (Homo sapiens), P49327; recombinant FAS-TE, OMFH fluorogenic substrate, fluorescence endpoint; inhibition, % at 15 µM; hit rate 0.67% among 360,000; AID 602261, 2012;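 active = compounds whose normalised, plate-corrected inhibition of enzyme fluorescence in the single-dose primary screen is 50% or more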;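 also: 0% = DMSO with enzyme and 100% = substrate without enzyme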
Rin1-Abl PPI inh = inhibitors of Rin1-Abl protein binding, primary screen, biochemical, TR-FRET. Tyrosine-protein kinase ABL1 (Homo sapiens) + Ras and Rab interactor 1 (Homo sapiens), …. inhibition, % at 7.35 µM. hit rate 0.4% among 360,000; in the data active = inhibition above about 5%, passing the limit was not always enough
MsrA act = bovine MsrA enzyme activators, primary screen, biochemical, absorbance, HTS; Methionine sulfoxide reductase A (Bos taurus); purified bovine MsrA, absorbance read-out; activation, % at 10.6 µM; hit rate 0.3% among 360,000; AID 602163, 2012; in the data active = activation above about 7.5%;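 also: 0% = vehicle and 100% = reference activator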
Active calls of the source: *; i = inactive; / = no result given.

| molecule | PABP1 MLLE inh | SKN-1 inh | CendR NRP1 mod | Neddyl block | E coli Lon inh | MT1-MMP act inh | FAS TE block | Rin1-Abl PPI inh | MsrA act |
| --- | --- | --- | --- | --- | --- | --- | --- | --- | --- |
| CCCn1c(C)cc(=O)c2cc(NC(=O)c3cnccn3)ccc21 | -8 | 18 | -23 | i | -3 | 0 | -3 | -1 | -6 |
| CCCN(Cc1ccccc1)C(=S)NC(=O)c1ccccc1[N+](=O)[O-] | 17 | 0 | 10 | i | 4 | 8 | 2 | 2 | -3 |
| CCOc1ccccc1NC(=O)c1nc[nH]c1C(=O)Nc1ccccc1OCC | 24 | -7 | -7 | i | 1 | 3 | -8 | -2 | -2 |
| Cc1ccc2c(C(=O)CN3CCOCC3)c(C)[nH]c2c1 | 11 | 2 | 2 | i | -2 | 8 | -4 | 1 | -16 |
| O=C(c1ccccc1)N1CCN(C(=O)c2ccccc2)CC1 | 15 | 15 | -1 | i | -3 | 0 | -6 | -7 | 1 |
| COC(=O)c1c(C)[nH]c(C(=O)CN(C)CC(=O)Nc2cccc(F)c2)c1C | 3 | -22 | -6 | i | 9 | 3 | 10 | -4 | -2 |
| CC(C)Oc1ccc(CNC(=O)c2ccc3c(c2)N(C)CCS3)cc1 | 10 | -7 | -3 | i | -7 | 6 | 23 | -11 | -4 |
| O=C(/C=C/c1ccc2ccccc2c1)c1ccoc1 | -10 | 1 | -20 | i | -2 | -5 | 7 | 0 | 0 |
| CNC(=S)NN=C(C)c1ccc(OC)cc1O | 43* | 6 | -14 | i | -11 | 0 | -1 | -1 | -2 |
| COc1ccc(-c2csc3nc(C(C)(C)C)oc(=O)c23)cc1OC | -16 | 10 | 3 | i | 8 | 1 | -3 | -1 | -1 |
| CN(C(=O)c1cccc(C#N)c1)c1nnc(-c2ccncc2)s1 | -1 | -11 | 6 | i | 0 | 1 | -7 | -1 | -3 |
| O=C(NCc1ccc(F)cc1)C(=O)NCC1CCCN1S(=O)(=O)c1ccccc1 (centres undefined) | 4 | -2 | -7 | i | -2 | 1 | 3 | 4 | -11 |
| Cc1ccc(NC(=O)COC(=O)/C=C/c2c(C)nn(-c3ccc(F)cc3)c2Cl)cc1F | -17 | 16 | 2 | i | 10 | 0 | 16 | -2 | -1 |
| Cc1ccc(NC(=O)CN(C)C(=O)c2cccc(S(=O)(=O)N3CCCC3)c2)cc1 | 0 | 7 | 7 | i | -10 | 2 | 0 | 7 | -2 |
| O=C(NCCOc1ccccc1)C1CCCCC1 | -14 | 13 | -2 | i | 0 | 2 | -7 | 1 | 0 |
| COc1cc(-c2nnc(-c3cccnc3)o2)cc(OC)c1OC | 2 | 3 | -5 | i | -2 | 2 | -6 | 2 | -6 |
| CCn1c(C)nnc1SCC(=O)Nc1cccc(Cl)c1 | 21 | -8 | -7 | i | -8 | -3 | -3 | -2 | 0 |
| O=C(CCNC(=O)C1CCN(S(=O)(=O)c2ccc(F)cc2)CC1)NCc1cccc(Cl)c1 | 4 | 7 | 12 | i | -3 | -1 | -1 | 5 | -1 |
| Cc1cc(C(=O)Cn2nnc3ccccc3c2=O)c(C)n1Cc1cccs1 | -9 | -2 | 2 | i | 0 | 0 | 12 | 2 | -7 |
| CN(C)c1ccc(C(=O)NNC(=O)c2ccc(Cl)cc2)cc1 | -3 | 0 | 4 | i | 5 | 2 | -1 | -1 | -1 |
| COc1ccc(CCNC(=O)c2cc(-c3cc(C)cc(C)c3O)n[nH]2)cc1OC | -9 | -1 | 11 | i | 9 | 3 | 11 | -3 | -1 |
| COCC(C)n1c(SCC(=O)NC(=O)Nc2ccc3c(c2)OCCO3)nc2ccccc2c1=O (centres undefined) | -37 | 6 | -9 | i | 5 | -1 | 12 | 3 | -2 |
| OCCN1CCN(c2cc(C(F)(F)F)nc3c(F)cccc23)CC1 | 10 | 7 | -8 | i | 6 | -2 | -5 | -4 | -2 |
| O=C(NC1CCN(Cc2ccc3ccccc3c2)CC1)c1ccccc1 | -2 | -2 | 5 | i | -3 | 2 | 0 | -1 | -1 |
| Cc1ccc(S(=O)(=O)N2[C@@H](c3ccc(C(C)(C)C)cc3)C(C(=O)O)=CC[C@H]2c2ccc(Cl)cc2)cc1 | -13 | 0 | -62 | i | -2 | -6 | 55* | -1 | -2 |

Next part.
| molecule | PABP1 MLLE inh | SKN-1 inh | CendR NRP1 mod | Neddyl block | E coli Lon inh | MT1-MMP act inh | FAS TE block | Rin1-Abl PPI inh | MsrA act |
| --- | --- | --- | --- | --- | --- | --- | --- | --- | --- |
| CCOC(=O)NC(=O)/C(C#N)=N/Nc1c(F)cccc1F | 15 | 21 | -8 | i | -6 | 1 | -2 | -1 | -8 |
| CC(Oc1ccccc1)C(=O)Nc1nc(-c2ccccn2)cs1 (centres undefined) | 4 | -20 | -8 | i | -15 | 5 | -1 | 4 | -7 |
| Cn1cc(Cl)c(-c2n[nH]c(=S)n2-c2ccc(F)cc2)n1 | -88 | -5 | 7 | i | 1 | 3 | -12 | -5 | 0 |
| Cc1ccc(S(=O)(=O)Nc2c(C(=O)O)[nH]c3ccccc23)c(C)c1 | 5 | 7 | -1 | i | -8 | -2 | -5 | -2 | -1 |
| O=C(CSc1nnc2n1CCCN2)c1ccc([N+](=O)[O-])cc1 | -7 | -4 | 2 | i | 0 | 4 | 8 | -3 | -2 |
| COc1ccc(C=O)cc1OC(=O)C1(C)Cc2ccccc2C(=O)O1 (centres undefined) | -9 | -3 | 10 | i | -3 | -1 | -3 | 0 | 0 |
| COC(=O)C(C)n1cnc2c(nnn2Cc2ccc(Cl)cc2)c1=O (centres undefined) | 8 | 3 | 7 | i | 3 | 3 | -1 | -4 | 0 |
| CC1Sc2ccc(S(=O)(=O)N3CCN(c4ccccc4)CC3)cc2NC1=O (centres undefined) | -10 | 9 | 4 | i | 3 | 1 | 14 | 0 | -2 |
| COCCn1c(SCC(=O)NC2CCCC2)nc2cccnc21 | 3 | -11 | -3 | i | 9 | 1 | -5 | 0 | 0 |
| O=S(=O)(NC1=NCCC1)c1cccc(NC(=S)Nc2ccc(OC(F)F)cc2)c1 | 23 | 12 | 3 | i | 0 | 1 | 3 | -2 | -3 |
| O=[N+]([O-])c1cc(/C=N\O)ccc1Oc1ccc(F)cc1 | -7 | 9 | 11 | i | -4 | 0 | 35 | 4 | 3 |
| CCOC(=O)c1sc(=S)n(-c2ccccc2)c1N(C(C)=O)C(C)=O | 10 | -4 | -8 | i | 6 | -1 | -2 | 0 | -4 |
| COc1ccc2cc(CCNS(=O)(=O)c3c(C)cc(C)cc3C)c(=O)[nH]c2c1 | -7 | 14 | 2 | i | -19 | 1 | 2 | -3 | -2 |
| O=c1oc2cc(OCc3ccc(C(F)(F)F)cc3)ccc2cc1-c1ccccn1 | 11 | -1 | 4 | / | 0 | -8 | -2 | -2 | -4 |
| Cc1cc2cc(OCc3ccccc3)ccc2n1C | 10 | 1 | 4 | i | 0 | -7 | 20 | 1 | 2 |
| CCc1nc2sc3c(c2c(=S)[nH]1)CC(C)(C)OC3 | 37 | -18 | -8 | i | 3 | -7 | -5 | 1 | -5 |
| COc1cc(Cl)ccc1NC(=O)COc1ccccc1C(=O)N1CCN(c2ccc(O)cc2)CC1 | -16 | -3 | -8 | i | 11 | 7 | 5 | -1 | -4 |
| Cc1occc1C(=O)NCc1ccc(C(=O)O)o1 | -3 | 8 | -6 | i | -1 | 5 | -8 | -1 | -3 |
| COc1ccc(CCNCc2c(OC)ccc3ccccc23)cc1OC | 10 | -6 | 3 | i | -7 | 2 | -6 | -3 | 0 |
| O=C(COC(=O)CCC(=O)c1ccc(F)cc1)NCc1ccco1 | 0 | -1 | 2 | i | -1 | -2 | -2 | 0 | 1 |
| CCNC(=O)COC(=O)/C=C/c1cccc(F)c1 | 1 | 0 | -15 | i | 4 | -1 | -7 | 1 | -1 |
| COc1cccc(NC(=O)Nc2ccc3nsnc3c2)c1 | 15 | 14 | 10 | i | -3 | 4 | 2 | -4 | 0 |
| CC(C)c1nc(SCC(=O)Nc2ccc(C(=O)O)cc2)c2c3c(sc2n1)CCCC3 | -4 | 3 | -10 | i | -9 | 5 | 6 | 2 | -10 |
| O=C(CSc1nc2ccc([N+](=O)[O-])cc2s1)NC1CCS(=O)(=O)C1 (centres undefined) | -8 | 7 | 16 | i | -3 | -6 | 3 | -1 | -2 |
| Fc1cccc(Cl)c1Cn1nnc2c(NCc3ccncc3)ncnc21 | -8 | 1 | -6 | i | -13 | -3 | -4 | 3 | -3 |

The list continues.
| molecule | PABP1 MLLE inh | SKN-1 inh | CendR NRP1 mod | Neddyl block | E coli Lon inh | MT1-MMP act inh | FAS TE block | Rin1-Abl PPI inh | MsrA act |
| --- | --- | --- | --- | --- | --- | --- | --- | --- | --- |
| COc1ccc(CN2C(=O)C(CC(=O)NCCCCc3ccccc3)CC(C(=O)N3CCCCCC3)=C2C)cc1 (centres undefined) | / | 0 | 1 | i | 4 | 6 | 16 | / | -1 |
| Cc1c[n+]([O-])cc(C)c1Oc1ccccc1 | 15 | 18 | 3 | i | -2 | 8 | -3 | 1 | -1 |
| O=C1CCC(C(=O)Nc2ccc(OC(F)F)cc2)N1 (centres undefined) | 27 | 14 | 11 | i | -1 | 3 | -6 | 4 | 1 |
| COc1ccc(Br)cc1S(=O)(=O)Nc1ncccc1C | -18 | -1 | 6 | i | 4 | 0 | -3 | -2 | -2 |
| CCOC(=O)C1CCN(C(=O)c2sc3nc(C)nc(N4CCC(C)CC4)c3c2C)CC1 | 4 | 3 | -2 | i | -5 | -8 | 20 | -4 | -3 |
| O=C(NC(=S)Nc1ccc(S(=O)(=O)Nc2nccs2)cc1)c1ccccc1 | 39* | -5 | 18 | i | -5 | 2 | -8 | -1 | 0 |
| CCCNCC(=O)Nc1sc2c(c1C(=O)Nc1c(C)n(C)n(-c3ccccc3)c1=O)CCCC2 | -3 | 17 | -10 | i | -9 | 4 | -5 | 0 | -6 |
| CCN(CC)c1ccc(S(=O)(=O)N2CCOCC2)cc1NS(C)(=O)=O | -9 | 3 | 15 | i | 7 | 0 | -5 | -4 | -4 |
| CCCNC(=O)CC1C(=O)N(Cc2ccccc2)C(C)c2nc3ccccc3n21 (centres undefined) | 2 | 16 | -7 | i | -2 | -3 | -9 | -1 | -3 |
| Cc1csc(NC(=O)c2ccccc2)n1 | -3 | 0 | -3 | i | -1 | 1 | -2 | -2 | -5 |
| O=C(CCC(=O)N1CCOc2ccccc21)Nc1ccccc1Br | 3 | 0 | -8 | i | 9 | 2 | 2 | -1 | 0 |
| O=C(Cn1c(=O)cnc2ccccc21)Nc1cccc(S(=O)(=O)N2CCCCC2)c1 | -71 | 8 | -32 | i | -12 | -4 | -6 | 1 | 0 |
| CSCCCNC(=O)c1ccccc1OC1CCN(S(C)(=O)=O)CC1 | -8 | 1 | 3 | i | -7 | -1 | -6 | 3 | -4 |
| CCOC(=O)N1CCN(C(=O)CS(=O)(=O)c2cn(Cc3ccccc3C)c3ccccc23)CC1 | 4 | 12 | 0 | i | -3 | -3 | -1 | 0 | 0 |

Sorted by the number under PABP1 MLLE inh (rising): three of the compounds above.
canonical_smiles | PABP1 MLLE inh
O=C(Cn1c(=O)cnc2ccccc21)Nc1cccc(S(=O)(=O)N2CCCCC2)c1 | -71
Cc1c[n+]([O-])cc(C)c1Oc1ccccc1 | 15
O=C1CCC(C(=O)Nc2ccc(OC(F)F)cc2)N1 (centres undefined) | 27
